# rTrxR1 inhibitor: qHTS Assay for Inhibitors of Mammalian Selenoprotein Thioredoxin Reductase 1 (TrxR1): qHTS. recombinant rTrxR1, NADPH fluorescence consumption, selenite substrate. Potency, µM (titrated, usually from 114 µM), for the others: at the top dose activity change, negative = inhibition, most hits filed as inhibitors. 390,000 tested, 1% active; also: potency is read from the fitted curve at half-maximal effect; % is scaled to controls: 0 for no effect and ±100 for the full control effect; nearly all actives have a fitted effect of over 65% in size
# Target sequence (O89049 whole entry, looked up): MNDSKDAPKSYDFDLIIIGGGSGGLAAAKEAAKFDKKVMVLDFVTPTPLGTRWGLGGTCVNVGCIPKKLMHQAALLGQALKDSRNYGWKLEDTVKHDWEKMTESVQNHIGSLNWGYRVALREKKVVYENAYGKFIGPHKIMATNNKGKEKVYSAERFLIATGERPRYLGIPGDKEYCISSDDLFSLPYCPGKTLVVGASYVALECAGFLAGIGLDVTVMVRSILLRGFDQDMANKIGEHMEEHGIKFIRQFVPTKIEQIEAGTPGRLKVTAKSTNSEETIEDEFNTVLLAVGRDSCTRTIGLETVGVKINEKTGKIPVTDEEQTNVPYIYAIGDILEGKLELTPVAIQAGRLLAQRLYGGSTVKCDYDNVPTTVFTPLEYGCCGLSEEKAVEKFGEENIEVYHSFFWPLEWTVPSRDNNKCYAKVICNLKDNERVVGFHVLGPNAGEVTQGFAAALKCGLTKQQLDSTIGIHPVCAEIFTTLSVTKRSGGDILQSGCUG
#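 Rat TrxR1 (90 nM in the dispensed reagent) was pre-reduced with 400 uM NADPH for 5 min at room temperature, then incubated with compound for 15 min. After 400 uM selenite was added, NADPH fluorescence (Ex 340/Em 450 nm) was followed for 8 min.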
# D2 antag: HTS Assay for Allosteric Antagonists of the Human D2 Dopamine Receptor: Primary Screen for Antagonists. inhibition, % at 10 µM. D(2) dopamine receptor (Homo sapiens), P14416. 340,000 tested, 2% active. AID 485344, 2010. HEK293 TREx D2 cells, calcium flux, dopamine EC80; in the data active = inhibition above about 30%; also: 0% is about no effect
# Target sequence (P14416 whole entry, looked up): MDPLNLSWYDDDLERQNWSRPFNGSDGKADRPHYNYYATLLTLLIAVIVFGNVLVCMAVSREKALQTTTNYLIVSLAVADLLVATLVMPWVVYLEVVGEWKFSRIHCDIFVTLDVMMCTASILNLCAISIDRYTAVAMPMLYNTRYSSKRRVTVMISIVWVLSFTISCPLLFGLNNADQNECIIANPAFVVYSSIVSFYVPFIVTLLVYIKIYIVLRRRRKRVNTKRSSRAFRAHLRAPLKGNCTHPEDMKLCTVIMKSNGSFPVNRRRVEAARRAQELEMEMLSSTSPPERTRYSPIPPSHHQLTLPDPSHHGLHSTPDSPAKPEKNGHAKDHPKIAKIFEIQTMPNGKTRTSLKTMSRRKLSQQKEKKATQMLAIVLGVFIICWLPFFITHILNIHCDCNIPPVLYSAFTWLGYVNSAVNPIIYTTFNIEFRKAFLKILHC
#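 Cells plated overnight at 30 C with tetracycline; no-wash calcium dye, 30–90 min RT; 10 s baseline; compound pinned; 180 s read; EC80 dopamine added; another 180 s read.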
# TRHR ag: qHTS for Small Molecule Agonists and Allosteric Enhancers of Human TRH Receptor: Primary Screen for Agonists. activation, % at 2 µM. 360,000 tested, 0.18% active. TRHR cells, calcium flux fluo-8, FDSS agonist mode. Thyrotropin-releasing hormone receptor (Homo sapiens), P34981; in the data active = activation above about 30%; also: 0% is about no effect
#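 In this calcium-flux screen, cells bearing human TRHR are dye-loaded with fluo-8, baselined for 10 cycles, then exposed to library compounds; positive kinetic calcium responses during the agonist phase mark hits, with TRH as control.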
# TRHR enhancer: qHTS for Small Molecule Agonists and Allosteric Enhancers of Human TRH Receptor: Primary Screen for Enhancers; Thyrotropin-releasing hormone receptor (Homo sapiens), P34981; TRHR cells, fluo-8 calcium fluorescence, EC20 TRH enhancement; enhancement, % at 2 µM; 360,000 tested, 0.66% active; AID 493056, 2011; in the data active = enhancement above about 30%; also: 0% is about no effect
#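 Enhancer read-out: after compound pinning and an initial kinetic agonist-mode read, an EC20 of TRH (10 nM final) was injected and fluo-8 calcium signal (Ex 480/Em 530) followed at 1 s/cycle for 100 cycles in TRHR-expressing cells.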
# D2 ag: HTS Assay for Allosteric Agonists of the Human D2 Dopamine Receptor: Primary Screen for Agonists; activation, % at 2 µM; HEK293 T-REx D2 cells, calcium flux agonist mode; AID 485358, 2010; D(2) dopamine receptor (Homo sapiens), P14416; 340,000 tested, 0.53% active;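 active = activation over 3 SD above normal in the single-dose calcium agonist read, cut at about 30% in these data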; also: 0% is about no effect
#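 Agonism scored from kinetic calcium signal (1 read/sec, 180 s) following compound pin transfer, after a 10 s baseline. Cells: HEK293 Trex line expressing inducible D2 receptor coupled to calcium, dye-loaded after overnight culture at 30 C.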
# IDH1 R132H inh: qHTS for Inhibitors of mutant isocitrate dehydrogenase 1 (IDH1): qHTS. Isocitrate dehydrogenase [NADP] cytoplasmic (Homo sapiens), O75874. IDH1-R132H enzyme, NADPH consumption, diaphorase/resazurin fluorescence. Potency, µM (titrated, usually from 76.6 µM), for the others: top-dose activity change, negative = inhibition, actives largely listed as inhibitors. 390,000 tested, 0.093% active. AID 602179, 2012; also: potency is read from the fitted curve at half-maximal effect; % is scaled to controls: 0 for no effect and ±100 for the full control effect; nearly all actives have a fitted effect of over 65% in size
#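 IDH1-R132H (0.5 ug/mL dispensed) in pH 7.5 Tris buffer was preincubated 30 min with compound, then given a substrate mix of 0.016 mM NADPH and 2 mM alpha-KG for 80 min at room temperature; remaining NADPH was read by diaphorase/resazurin fluorescence.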
# USP1 inh: Inhibitors of USP1/UAF1: Primary Screen | AID 743255, 2014 | Ubiquitin carboxyl-terminal hydrolase 1 (Homo sapiens), O94782 | Potency, µM (doses to about 57.1 µM), for inactives: top-dose activity change, negative = inhibition, usual class: inhibitors | recombinant USP1/UAF1, Ub-Rhodamine cleavage fluorescence | 390,000 tested, 0.23% active; also: potency is read from the fitted curve at half-maximal effect; % is scaled to controls: 0 for no effect and ±100 for the full control effect; nearly all actives have a fitted effect of over 60% in size; inactives centre near -12
#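 USP1/UAF1 complex at 1 nM was preincubated with compound for 15 min at room temperature, then Ub-Rho substrate (150nM final) was added. Fluorescence (480/540 nm) was read kinetically, 6 reads every 60 seconds.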
# TrxR1 substrate: qHTS Assay for Substrates of Mammalian Selenoprotein Thioredoxin Reductase 1 (TrxR1): qHTS; Thioredoxin reductase 1, cytoplasmic (Rattus norvegicus), O89049; purified TrxR1 substrate turnover, NADPH consumption readout; Potency, µM (top dose mostly 114 µM), for inactives: top-dose activity change, negative = substrate turnover; 390,000 tested, 0.01% active; also: potency is read from the fitted curve at half-maximal effect; % is scaled to controls: 0 for no effect and ±100 for the full control effect; nearly all actives have a fitted effect of over 50% in size
#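 Rat TrxR1, dispensed at 90 nM, was prereduced with 400 uM NADPH (final) for 5 min at ~22 deg C, then incubated with compound 15 min before 400 uM selenite. A first-read NADPH fluorescence drop versus no-compound background flagged substrates.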
# PI4K2A block: qHTS for small molecular inhibitors of PI4K2A; Phosphatidylinositol 4-kinase type 2-alpha (Homo sapiens), Q9BTU6; purified PI4K2A, ADP-Glo luminescence, 1 h; stronger effect = lower value; activity change, negative = inhibition, % at 76.9 µM; 420,000 tested, 0.13% active; AID 1346378, 2018; in the data active = activity change below about -50%; inconclusive = mostly about -30% to -49%;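 also: -100% = wells without enzyme as full effect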
#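 PI4K2A activity was measured by ADP-Glo luminescence: enzyme (4 ug/mL stock) and phosphatidylinositol (1.2 mM stock) in Tris pH 7.5/MgCl2/EGTA/Triton X-100 buffer were reacted with ATP (300 microM stock) for one hour at ambient temperature.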
# An asterisk follows results filed as active; ? = inconclusive; . = not tested or not shown; & = joins results of further samples; [ ] = another dose, or the depositor's remark. Unless noted, calls follow the shape of the dose curve; as a rule, active = well fitted inhibition curve with a large enough effect; inconclusive = small, poorly fitted or top-dose-only effect; inactive = no such curve, though single readings can be large or run the other way.
# The first 3 compounds as a preview:
SMILES,rTrxR1 inhibitor,D2 antag,TRHR ag,TRHR enhancer,D2 ag,IDH1 R132H inh,USP1 inh,TrxR1 substrate,PI4K2A block
O=C(CN(C(=O)CNC(=O)c1ccco1)c1ccc(F)c(Cl)c1)NC1CCCCC1,10%,-13,-0.1,-5,1.0,-11%,0%,-2%,1
COCCNC(=O)CN1CCC(NC(=O)Nc2ccccc2)CC1,-6%,.,0.2,18,.,-3%,-20%,-3%,4
CCn1cc(CCC(=O)NCc2ccccc2OC)c2ccccc21,-1%&16%,-4,-0.5&0.0,0&-8,-0.7&0.1,3%&6%,1%&-6%,-4%&5%,0&3

# Results, from the start:
SMILES,rTrxR1 inhibitor,D2 antag,TRHR ag,TRHR enhancer,D2 ag,IDH1 R132H inh,USP1 inh,TrxR1 substrate,PI4K2A block
O=C(CN(C(=O)CNC(=O)c1ccco1)c1ccc(F)c(Cl)c1)NC1CCCCC1,10%,-13,-0.1,-5,1.0,-11%,0%,-2%,1
COCCNC(=O)CN1CCC(NC(=O)Nc2ccccc2)CC1,-6%,.,0.2,18,.,-3%,-20%,-3%,4
CCn1cc(CCC(=O)NCc2ccccc2OC)c2ccccc21,-1%&16%,-4,-0.5&0.0,0&-8,-0.7&0.1,3%&6%,1%&-6%,-4%&5%,0&3
O=C(CSc1ccc(Cl)cc1)NNC(=O)c1cccnc1,22%[57.1 µM],6,0.0,-6,0.3,12%,-3%,9%[57.1 µM],-1
Cc1cccc(C)c1NC(=S)N/N=C/c1c(Cl)cccc1Cl,13%[57.1 µM],-22,0.1,2,0.4,-8%,5%,-3%[57.1 µM],0
COc1ccc2oc(=O)cc(CN3CCN(c4ccc(F)cc4)CC3)c2c1,-2%,.,-0.6,9,.,6%,-17%,-4%,4
CC(C)/C(=N\NS(=O)(=O)c1ccc(Br)cc1)c1cccs1,3%[57.1 µM],.,-0.1,6,.,-10%,-19%,-5%[57.1 µM],1
Cc1ccc(-c2cc(=O)[nH]c(NCc3ccccc3)n2)cc1,34%,.,.,.,.,6%,-15%,23%,-3
CCCc1cc(C(=O)Nc2c(C)nn(Cc3ccc(C)cc3)c2C)no1,19%,.,-1.4,-1,0.5,0%,-21%,3%,-2
Cc1cc(C(=O)Nc2ccc(C)c(C)c2)n(-c2ccccc2)n1,-11%[57.1 µM],12,-0.6,11,-0.8,5%,-12%,-1%[57.1 µM],-15
CCc1ccc(NC(=O)C2CCCN(c3nnc(C)c4c(C)n(-c5ccccc5)nc34)C2)cc1 (configuration not stated),27%,.,-0.2,4,-0.1,5%,?,9%,3
O=C(NC(=S)Nc1ccccc1N1CCCC1)c1ccccc1[N+](=O)[O-],1%,-3,-0.8,-3,-1.2,0%,-14%,-3%,1
O=C(Oc1ccc(/C=N/NC(=O)c2ccco2)cc1)c1ccccc1,11%,9,0.0,2,0.2,-13%,1%,-5%,-2
NNC(=O)c1oc2nc(-c3ccccc3)cc(-c3ccccc3)c2c1N,10%[57.1 µM],-4,-0.3,5,0.8,-13%,-22%,-20%[57.1 µM],5
CC(Oc1ccccc1Cl)C(=O)Nc1ccccc1C(=O)N1CCOCC1 (configuration not stated),26%,.,0.0,-3,.,9%,-22%,8%,2
COCCNC(=O)CSC1=N/C(=C/c2ccc(Cl)c(Cl)c2)C(=O)N1c1ccccc1F,?,-1,0.9,2,0.6,2%,-14%,25%,2
O=C(Nc1ccccc1N1CCN(C(=O)c2ccccc2)CC1)c1ccc(Br)o1,14%,2,-0.2,-8,-2.3,7%,-22%,5%,-4
Cc1ccc(S(=O)(=O)NCC(=O)NC2CC2)cc1,-4%,3,0.5,-2,0.6,3%,-13%,-2%,-2
COc1ccc(N(C(=O)c2ccco2)C(C(=O)NC2CCCC2)c2ccncc2)cc1OC (configuration not stated),17%,-3,0.8,1,-0.3,11%,-10%,-3%,2
CC(=O)NCCn1c(SCC(=O)c2ccc(Cl)cc2)nc2ccccc2c1=O,-3%[57.1 µM],-33,-0.1,2,3.0,-4%,-4%,4%[57.1 µM],3
CCOC(=O)c1sc(NC(=O)/C=C/c2ccc(C(C)C)cc2)c(C(=O)OCC)c1C,7%,.,0.1,1,0.3,-4%,0%,2%,-8
COc1cc2c(cc1OC)-c1cc(Nc3ccccc3Br)nc(=O)n1CC2,2%,-14,-0.3,21,0.4,-3%,-18%,-1%,0
COc1ccc(S(=O)(=O)N(C)Cc2cccs2)cc1Br,13%,-7,-0.2,2,-0.4,8%,-16%,0%,4
O=C(Cc1ccccc1)Nc1ccc(N2CCN(Cc3ccccc3F)CC2)cc1,4%,-5,1.1,-2,-1.2,1%,-3%,-4%,8
Cc1ccccc1-c1nc(CN(C)C(C)c2ccon2)c(C)o1 (configuration not stated),16%[57.1 µM],3,0.7,5,0.0,9%,3%,8%[57.1 µM],-3
Cc1sc2nc(SCC(=O)N3CCOCC3)[nH]c(=O)c2c1-c1ccccc1,-22%,8,0.1,-3,-1.0,6%,-4%,-9%,0
Cc1ccc(C(=O)NCC(=O)NNC(=O)CN(C)S(=O)(=O)c2ccc(Cl)cc2)s1,-1%[57.1 µM],-2,0.2,-4,2.8,-10%,-20%,-1%[57.1 µM],1
COc1ccccc1C1CCN(C(=O)C2CCCCC2)CC1,19%,14,-2.3,-5,-4.4,4%,-5%,1%,1
CN(C)C(=O)C#Cc1ccccc1,-11%,8,-0.2,5,-0.1,4%,1%,-21%[57.1 µM],0
Cc1ccccc1CNC(=O)C1CCCN(c2cnccn2)C1 (configuration not stated),16%,-9,-0.6,-4,0.2,-9%,-13%,-1%,3
Cc1c(C(=O)NCc2ccccn2)sc2nc(-c3ccccc3)cn12,14%[57.1 µM],8,-1.2,-4,0.6,-2%,-17%,8%[57.1 µM],-3
COC(=O)c1ccc(NC(=S)N2CCN(Cc3ccc(Cl)cc3)CC2)cc1,-10%,-13,0.2,5,0.3,-2%,-5%,-7%,-4
COc1ccc(NC2CCCN(C(=O)c3cccnc3SC)C2)cc1OC (configuration not stated),6%,-7,-1.8,2,-1.4,-2%,-8%,-5%,-1
COc1ccc(CNC(=O)COc2ccc(C(=O)c3ccc(F)cc3)cc2)cc1,3%[57.1 µM],3,0.0,-6,0.6,-1%,-15%,1%[57.1 µM],-1
CN(C)c1ccc(C(=O)NCC2CCCO2)cc1 (configuration not stated),-14%,-24,0.4,6,-0.6,5%,-5%,-5%,-3
COc1ccc(C(=O)Nc2nnc(S(=O)(=O)N3CCCc4ccccc43)s2)cc1,28%[11.4 µM],.,0.1,0,3.0,18%,-18%,-5%,-4
CCOc1ccc(S(=O)(=O)c2cn(Cc3ccccc3C)c3ccc(OC)cc3c2=O)cc1,10%,.,3.6,-1,.,14%,-25%,15%,1
COc1ccc(Cn2cc([N+](=O)[O-])nc2C)cc1[N+](=O)[O-],7%[57.1 µM],-11,0.2,4,0.3,4%,-5%,-24%[57.1 µM],-3
COc1ccc(OC)c(S(=O)(=O)NCc2cc(-c3ccccc3)no2)c1,10%,0,-0.3,6,-4.6,2%,-17%,-3%,2
O=C(CCN1CCCO1)N1CCCC(N2CCN(c3cccc(C(F)(F)F)c3)CC2)C1 (configuration not stated),-12%,-8,-0.3,-5,0.0,2%,-2%,-10%,-7
COc1ccc(C(c2nnnn2Cc2ccc(F)cc2)N2CCN(c3ccccc3)CC2)cc1 (configuration not stated),19%,10,0.1,-7,0.5,1%,-18%,9%[57.1 µM],1
Cc1cn(-c2cc(C(=O)Nc3ccc(C)c(NC(=O)N4CCNC4=O)c3)cc(C(F)(F)F)c2)cn1,3%,8,0.3,-4,-0.6,-7%&-9%,-26%&-28%,1%,2&-11
Cc1cc(C)c(S(=O)(=O)c2ccccc2)c(N2CCOCC2)n1,12%[57.1 µM],2,0.1,-3,1.0,4%,-17%,1%[57.1 µM],6
CCOc1ccc(Br)cc1C(=O)N/N=C/c1ccccn1,-8%,-2,-0.6,-2,0.6,0%,-2%,-4%,-1
COc1ccc(-c2nc(N)n(C(=O)Cc3ccccc3)n2)cc1,3%,-8,0.0,-6,0.4,11%,-7%,-1%,6
CC(C)(C)c1cccc(/C=N/O)c1O,5%,9,0.1,-12,-1.3,4%,-15%,-8%,-4
CCc1cc(=O)oc2cc(C)cc(OCC(=O)NCc3cccnc3)c12,15%,24,-0.5,16,-0.8,0%,-15%,-2%,5
CCN(CC)CCN(C(=O)c1ccc2c(c1)CCCC2)c1nc2c(C)cccc2s1,21%,60*,38*,1,1.0,0%,-23%,-4%,-2
Cc1cc2nc(C(F)(F)F)[nH]c(=O)n2n1,-9%,-1,-0.3,2,-0.2,1%,-22%,-2%,2
Cn1cnnc1SCc1ccc(-c2ccc(Br)cc2)o1,?,6,-0.4,-2,1.8,1%,-19%,7%,0
COC(=O)C(NC(C)=O)(Nc1nc2ccc(S(C)(=O)=O)cc2s1)C(F)(F)F (configuration not stated),3%,2,0.9,-4,-0.2,0%,-2%,4%,5
CN(Cc1ccccc1)C(=O)CCS(=O)(=O)c1ccc2c(c1)n(C)c(=O)c(=O)n2C,?,6,0.1,-4,0.1,-3%,-14%,4%,-1
